# DDE Tn7 FP inh: inhibitors of Tn7 peptide binding to fibrin DD(E), primary screen, biochemical, fluorescence polarization, human fibrin, Tn7 probe; Fibrinogen beta chain (Homo sapiens), P02675; FP displacement of FITC-Tn7 peptide from fibrin DD(E); 0% = median of compound wells per plate; inhibition, % at 8.3 µM; 370,000 compounds, 0.13% hits; AID 720508, 2013;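 active = inhibition above the mean of compounds falling within the control limits plus 3 SD of them, cut at about 14% in these data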;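 note: 0% = plate median of compound wells and 100% = 10 µM Aha-Tn7 peptide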
# Target sequence (P02675 whole entry, looked up): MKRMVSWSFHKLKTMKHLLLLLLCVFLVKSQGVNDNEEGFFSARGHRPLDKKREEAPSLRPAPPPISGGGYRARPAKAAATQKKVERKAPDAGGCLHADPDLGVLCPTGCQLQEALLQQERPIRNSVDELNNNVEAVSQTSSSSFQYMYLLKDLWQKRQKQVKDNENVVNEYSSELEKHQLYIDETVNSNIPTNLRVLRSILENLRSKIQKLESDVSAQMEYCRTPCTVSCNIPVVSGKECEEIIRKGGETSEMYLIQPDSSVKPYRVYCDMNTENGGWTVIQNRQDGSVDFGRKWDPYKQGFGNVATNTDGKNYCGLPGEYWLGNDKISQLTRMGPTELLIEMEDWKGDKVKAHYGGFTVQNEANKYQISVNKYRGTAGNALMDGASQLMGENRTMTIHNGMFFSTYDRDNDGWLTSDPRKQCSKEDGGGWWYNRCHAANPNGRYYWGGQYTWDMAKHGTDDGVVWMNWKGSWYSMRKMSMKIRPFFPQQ
#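 Assay system: Human fibrin DD(E) protein | Medium: Tris buffer with calcium and detergent, pH 7.8 | Reagent: 0.1 µM fluorescent Tn7 | Compound dosing: Single point at 8.3 µM | Times: 10 min preincubation, 3 h with tracer, room temperature | Detection: Fluorescence polarization of the labelled Tn7 tracer | Controls: Aha-Tn7 high control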
# LEDGF integ inh: blockers of LEDGF/p75-dependent integrase strand transfer – biochemical, TR-FRET, high throughput, primary screen. 370,000 compounds, 0.64% hits. HIV-1 integrase (with human LEDGF/p75). inhibition, % at 3.7 µM. TR-FRET IN-LEDGF/p75 DNA integration, Eu/Cy5;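 active = inhibition above the screen-wide mean plus 3 SD, cut at about 13% in these data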;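 note: signal is the Cy5 over europium emission ratio at 671 and 618 nm; 0% = plate median of compound wells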
# HTRA1 inh: HTRA1 serine protease inhibitors, primary screen, biochemical, fluorescence polarization, HTS; Q92743; recombinant HTRA1, FP-rhodamine activity-based probe; inhibition, % at 5.96 µM; 340,000 compounds, 0.5% hits; AID 504803, 2011; in the data active = inhibition above about 36%;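 note: 0% = enzyme with DMSO and 100% = wells lacking enzyme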
# PG9 Ab binder: binders of HIV-1 gp120 antibody PG9, primary screen, biochemical, TR-FRET; TR-FRET gp120-PG9 antibody binding; inhibition, % at 6.7 µM; 360,000 compounds, 0.43% hits; AID 624416, 2012; in the data active = inhibition above about 8.5%
# TCR-CD3 inh: inhibitors of human TCR-CD3 interaction, primary screen, biochemical, fluorescence, TAMRA-labeled TCR probe. T-cell receptor (TCR). inhibition, % at 9.4 µM. 360,000 compounds, 0.37% hits. AID 651800, 2012; in the data active = inhibition above about 19%;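 note: recombinant mutant TCR 2C K166C tagged with TAMRA read by polarization; 0% = receptor in buffer alone and 100% = receptor with positive control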
# PRMT1 inh: PRMT1 methyltransferase inhibitors, primary screen, biochemical, fluorescence polarization | inhibition, % at 2.79 µM | recombinant PRMT1, activity-based probe fluorescence polarization | Protein arginine N-methyltransferase 1 (Homo sapiens), Q99873 | 370,000 compounds, 1.3% hits;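 active = inhibition above about 21% made by adding two undisclosed values, limit read from the data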
# TDP2 inh: human TDP2 enzyme inhibitors, primary screen, biochemical, epi absorbance, recombinant enzyme | Tyrosyl-DNA phosphodiesterase 2 (Homo sapiens), O95551 | T5PNP hydrolysis, p-nitrophenol absorbance 415 nm | inhibition, % at 12.8 µM | 370,000 compounds, 0.34% hits | AID 720702, 2013;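 active = inhibition above the mean of all tested compounds plus 3 SD, set per campaign, cut at about 25% in these data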;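 note: 0% = DMSO with enzyme and 100% = buffer with substrate but no TDP2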
#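 Material: recombinant human TDP2; quantity: TDP2 enzyme at 120 nM final; medium: Tris-HCl pH 7.5 with MgCl2; compound: single concentration, 12.8 µM nominal, with 1% DMSO; incubation: 2 h enzyme incubation at 37 °C; signal: epi absorbance; measure: percent inhibition; benchmarks: high control without enzyme, low control DMSO plus TDP2; repeats: singlicate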
# UHRF1 binding: UHRF1 methylated DNA binding inhibitors, primary screen, counter-screen for MBD2 inhibitor project, biochemical, TR-FRET, human UHRF1, single concentration | inhibition, % at 4.4 µM | AID 687016, 2013 | E3 ubiquitin-protein ligase UHRF1 (Homo sapiens), Q96T88 | UHRF1 binding to methylated oligo | 370,000 compounds, 0.75% hits; in the data active = inhibition above about 21%;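 note: UHRF1 SRA domain binding a hemimethylated CpG hairpin DNA probe; 0% = median of test compound wells and 100% = reference inhibitor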
# mABHD4 FP: ABHD4 inhibitors, primary screen, biochemical, fluorescence polarization, mouse; inhibition, % at 8.92 µM; AID 720543, 2013; 370,000 compounds, 0.54% hits; purified mABHD4, FP-Rh probe fluorescence polarization;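 active = inhibition exceeding the mean over every tested compound plus 3 SD, cut at about 30% in these data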;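 note: 0% = plate median of compound wells and 100% = S159A mutant with DMSO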
#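 Material: mouse ABHD4 enzyme, wild type; Benchmarks: S159A mutant high control, sample median low control; Buffer or medium: HEPES pH 7.0, NaCl, Pluronic buffer; Signal: fluorescence polarization; Read-out: percent inhibition of probe binding, normalized to plate controls; Timing: pre-incubation 45 min, probe exposure 60 min, at 25 °C; Dosing: 8.92 µM, single dose.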
# SIAE primary: human SIAE inhibitors, primary screen, biochemical, fluorescence polarization, FP-Rh probe, 1536-well HTS | Sialate O-acetylesterase (Homo sapiens), Q9HAT2 | AID 1053197, 2014 | inhibition, % at 9.66 µM | 370,000 compounds, 0.69% hits | SIAE FP-Rh probe binding;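 active = inhibition above a cutoff: mean of compounds within the control limits plus 3 SD of those, cut at about 17% in these data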;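 note: 0% = plate median of compound wells and 100% = probe without SIAE protein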
# Target sequence (Q9HAT2 whole entry, looked up): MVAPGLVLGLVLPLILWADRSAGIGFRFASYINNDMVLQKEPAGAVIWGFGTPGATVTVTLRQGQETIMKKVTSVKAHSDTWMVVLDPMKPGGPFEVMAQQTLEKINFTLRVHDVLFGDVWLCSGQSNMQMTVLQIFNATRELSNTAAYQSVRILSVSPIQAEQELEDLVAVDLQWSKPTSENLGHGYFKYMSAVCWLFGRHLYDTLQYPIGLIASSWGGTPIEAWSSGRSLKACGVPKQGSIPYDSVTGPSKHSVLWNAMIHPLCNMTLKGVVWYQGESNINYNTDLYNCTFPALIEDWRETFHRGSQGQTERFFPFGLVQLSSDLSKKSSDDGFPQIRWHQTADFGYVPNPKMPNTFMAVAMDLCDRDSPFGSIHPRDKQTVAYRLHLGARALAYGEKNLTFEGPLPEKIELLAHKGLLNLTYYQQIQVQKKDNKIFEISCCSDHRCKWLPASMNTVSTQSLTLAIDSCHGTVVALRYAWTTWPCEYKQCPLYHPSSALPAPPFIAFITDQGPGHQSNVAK
# The depositor's hits bear a star; . = not tested or not shown.
mol	DDE Tn7 FP inh	LEDGF integ inh	HTRA1 inh	PG9 Ab binder	TCR-CD3 inh	PRMT1 inh	TDP2 inh	UHRF1 binding	mABHD4 FP	SIAE primary
CC/C(=C/c1sc2ccccc2[n+]1CC)SC	0	-3	1	-0.4	2	66*	10	-1	10	-2
COc1c2c(c(OC)c3ccccc13)[C@]1(OC2)O[C@H](CCO)C[C@H](O)[C@H]1O	9	1	.	-0.7	6	-1	9	1	3	-2
CN1CCN(c2ccc(S(=O)(=O)N3CCCCC3)cn2)CC1	3	3	4	-1.2	-7	-1	0	0	-8	4
CCOC(=O)c1cc(C#N)c(Nc2ccccc2OC)nc1C(F)(F)F	-3	6	7	-2.1	1	-8	-4	0	-3	4
Cc1ccccc1N(CC(=O)NC1CCCC1)C(=O)CS(=O)CC(=O)Nc1ccc2c(c1)OCO2 (centres undefined)	1	-2	-3	1.3	-2	1	0	3	5	1
O=C(Nc1cccc(F)c1)NC1CCCc2ccccc21 (centres undefined)	-3	-5	-7	-0.5	-4	-3	-8	2	-17	-5
O[C@@H]1CN(Cc2cccs2)[C@@H](c2ccccc2)C[C@H]1n1cc(C2CC2)nn1	3	-1	-1	-2.4	4	4	11	-1	6	4
COc1ccc(OCC(=O)OCC(=O)NC2CCCC2)cc1	3	1	11	-1.4	1	2	2	0	1	1
CC(=O)c1cnc2c(-c3ccccc3)c(C)nn2c1C	1	1	-2	-0.6	3	0	9	-4	0	3
O=C(NCc1ccc2c(c1)OCO2)C1COc2ccccc2O1 (centres undefined)	-6	1	1	-0.3	6	-4	-20	0	-4	-2
CCOc1ccc2nc(SCC(=O)NC3CC3)sc2c1	2	2	0	-3.4	3	0	-5	0	-8	4
CCOC(=O)C1CCCN(CC(=O)Nc2c(F)c(F)c(F)c(F)c2F)C1 (centres undefined)	4	2	3	0.0	-5	5	-15	2	-18	-3
CCC(=O)Nc1ccc(S(=O)(=O)NCC2CCCO2)cc1 (centres undefined)	-7	0	-3	-1.4	4	-1	9	-3	0	10
O=C(CSc1nnc2ccccn12)NNC(=O)c1cccc(Cl)c1	6	-3	3	0.3	1	0	3	2	7	6
O=C1/C(=C/c2cccs2)SC(=S)N1c1cccc(O)c1	-1	0	-15	-0.1	-6	6	-14	-1	2	-1
CCc1ccc(OC2(C)CCN(CCOc3ccc(C)cc3)C2)cc1 (centres undefined)	-1	5	.	-3.3	0	-2	-7	-1	3	-1
Cc1cccc(C)c1NC(=O)C1(C)CN(S(C)(=O)=O)CC(=O)N1C1CC1 (centres undefined)	2	0	.	-0.6	-6	1	5	3	2	2
COc1ccc(C(C)=O)cc1CC(=O)Nc1ccccc1-c1ccccc1	-2	2	-16	-0.1	0	5	-12	5	-13	-8
CC(=O)c1cc(CN2CCN(CCc3ccccc3)C(CCO)C2)cs1 (centres undefined)	9	-1	0	1.0	3	1	-6	-1	4	-2
O=C(CCc1ccccc1)NNC(=O)c1ccccc1F	-2	4	-1	-2.5	-1	-2	-2	0	-3	-4
O=C(O)CC(c1ccc(Cl)cc1)N1Cc2ccccc2C1=O (centres undefined)	-4	-1	14	-1.6	6	-3	11	-2	3	9
O=C(COC(=O)CNC(=O)c1ccc(Cl)c([N+](=O)[O-])c1)NNC(=O)c1cccs1	-4	0	-3	-2.3	3	2	3	-2	7	-3
COc1ccc([N+](=O)[O-])cc1-c1nc2ccccc2nc1-c1ccccc1	3	-4	-6	0.6	-1	2	3	0	1	-3
COc1ccc(CC(=O)N/N=C/c2cccs2)cc1OC	-6	1	5	-0.1	-1	-4	-14	2	-1	0
O=C(CSc1nc2ncccc2[nH]1)NCCc1ccccc1	-1	-2	5	-0.8	-4	3	6	-1	0	-2
COC(=O)c1cc(C)nc(Sc2ccccc2N)n1	-1	4	.	-1.6	2	25*	1	-3	-1	6
O=C(O)C1CCCN(CCC=C(c2ccccc2)c2ccccc2)C1 (centres undefined)	-2	-5	9	-1.0	4	5	6	2	3	5
O=C(CN1CCc2ccccc2C1)Nc1ccc(F)cc1	-5	-5	0	0.2	-7	8	-1	3	7	2
O=C(O)c1ccc(COCC(F)(F)F)cc1	2	5	1	3.9	-7	5	-1	5	-6	-7
Cc1ccc(/C(N)=N/OC(=O)C23CC4CC(CC(C4)C2)C3)cc1	-7	0	6	-1.0	2	-1	-1	-1	-1	1
Cc1cn(S(=O)(=O)c2ccccc2[N+](=O)[O-])cn1	-3	-2	0	-1.1	1	-2	3	1	2	-2
Cc1ccc(C)c(C(=O)N(C)CC(=O)Nc2ccccc2C(F)(F)F)c1	2	3	1	-0.5	5	5	7	-2	-5	3
COCCNC(=O)C(c1ccc(C)o1)N(CCOC)C(=O)Cn1nnc2ccccc21 (centres undefined)	1	-1	3	-1.1	11	-2	-9	-2	8	-1
O=C1N[C@@H](Cc2cnc[nH]2)C(=O)N2CCC[C@@H]12	2	-1	2	-2.2	2	-2	-7	-1	6	-2
O=C(c1ccccc1)N1CCN(S(=O)(=O)N2CCCCC2)CC1	-4	-2	9	-1.4	-1	0	-2	0	0	0
Cc1cccc(C(=O)O[C@@H]2[C@H](Cc3ccccc3)NS(=O)(=O)[C@H]3C[C@@H]4C=C[C@]23O4)c1	-2	0	-34	0.1	7	-1	3	0	-8	-8
CCOC(=O)Cn1c(=O)n(Cc2ccc(OC)cc2)c(=O)c2cccnc21	4	2	-2	0.9	1	1	1	0	4	-2
Cn1c(=O)c2sccc2n(Cc2ccccc2)c1=O	-1	-2	3	0.6	-6	3	-11	5	6	5
CCCCN(CC)CCNC(=O)CCC(=O)Nc1ccc2nc(N3CCN(C)CC3)cc(C)c2c1	0	-1	-1	-5.4	-1	-3	-2	15	-2	3
CC1CCN(c2[nH]c(=S)c(C#N)c3c2CCCC3)CC1	2	0	6	1.9	9	4	4	-4	-1	1
C=CCNC(=O)CSc1nnc(-c2ccncc2)n1CCc1ccccc1	-2	0	-2	2.1	-8	2	3	-2	-3	-7
Cc1nn(C)c(N)c1C(O)(c1nccn1C)C(F)(F)F (centres undefined)	5	0	3	-1.7	6	2	0	14	-1	2
C/C(=N\NS(=O)(=O)c1ccc(C)cc1)c1ccc(Br)s1	3	-4	-2	-0.5	-1	2	18	0	0	4
CC[C@@H](C)[C@@H]1CN([C@@H](CN2CCC[C@H]2CN2C(N)=NC[C@H]2C(C)C)C(C)C)C(=N)N1CCCC1CCCC1	0	-3	1	-0.7	4	-3	-2	2	16	0
Cc1noc(C)c1-c1ccc(C(=O)N2CCN(C)CC2)c2occc12	-8	2	.	-2.1	4	-1	-3	1	1	3
Cc1ccc(Cn2nnc3c(=O)[nH]c(C4CCCN(S(=O)(=O)c5ccccc5F)C4)nc32)cc1 (centres undefined)	-8	-5	-5	-2.4	0	-2	-14	0	0	5
CC1(c2nnc(-c3ccccc3)o2)CC(c2ccccc2)=NO1 (centres undefined)	-8	1	-4	0.0	6	-2	8	-1	0	-10
CN(C)C(CNC(=O)c1cccc(S(=O)(=O)N2CCc3ccccc3C2)c1)c1ccccc1 (centres undefined)	3	1	-7	2.3	-1	3	0	3	-8	3
O=C(COc1ccccc1F)N1CCCc2ccccc21	-1	1	3	1.6	-3	3	-5	0	2	4

# Given with values under each structure: entries from further up.
# Order of values: DDE Tn7 FP inh | LEDGF integ inh | HTRA1 inh | PG9 Ab binder | TCR-CD3 inh | PRMT1 inh | TDP2 inh | UHRF1 binding | mABHD4 FP | SIAE primary
- CC1CCN(c2[nH]c(=S)c(C#N)c3c2CCCC3)CC1
→ 2 | 0 | 6 | 1.9 | 9 | 4 | 4 | -4 | -1 | 1
- O=C(CSc1nc2ncccc2[nH]1)NCCc1ccccc1
→ -1 | -2 | 5 | -0.8 | -4 | 3 | 6 | -1 | 0 | -2
- CCOC(=O)C1CCCN(CC(=O)Nc2c(F)c(F)c(F)c(F)c2F)C1 (centres undefined)
→ 4 | 2 | 3 | 0.0 | -5 | 5 | -15 | 2 | -18 | -3
- CCC(=O)Nc1ccc(S(=O)(=O)NCC2CCCO2)cc1 (centres undefined)
→ -7 | 0 | -3 | -1.4 | 4 | -1 | 9 | -3 | 0 | 10
- COC(=O)c1cc(C)nc(Sc2ccccc2N)n1
→ -1 | 4 | . | -1.6 | 2 | 25* | 1 | -3 | -1 | 6
- O=C1N[C@@H](Cc2cnc[nH]2)C(=O)N2CCC[C@@H]12
→ 2 | -1 | 2 | -2.2 | 2 | -2 | -7 | -1 | 6 | -2

# Whole records as entered above:
# Entry for CCc1ccc(OC2(C)CCN(CCOc3ccc(C)cc3)C2)cc1 (centres undefined) → DDE Tn7 FP inh: -1; LEDGF integ inh: 5; HTRA1 inh: .; PG9 Ab binder: -3.3; TCR-CD3 inh: 0; PRMT1 inh: -2; TDP2 inh: -7; UHRF1 binding: -1; mABHD4 FP: 3; SIAE primary: -1
# Entry for O=C(O)c1ccc(COCC(F)(F)F)cc1 → DDE Tn7 FP inh: 2; LEDGF integ inh: 5; HTRA1 inh: 1; PG9 Ab binder: 3.9; TCR-CD3 inh: -7; PRMT1 inh: 5; TDP2 inh: -1; UHRF1 binding: 5; mABHD4 FP: -6; SIAE primary: -7
